High-throughput results as filed in PubChem BioAssay.
USP2a block – qHTS Assay for Inhibitors of Ubiquitin-specific Protease USP2a Using CHOP2 as the Reporter | 330,000 compounds, 0.01% hits | AID 463254, 2010 | Potency, µM (titrated, usually from 38.3 µM), without a hit: at the top dose activity change, negative = inhibition, hits mostly inhibitors | Ubiquitin carboxyl-terminal hydrolase 2 (Homo sapiens), O75604 | USP2 core, Ub-CHOP2 coupled fluorogenic reporter, 485/531;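 also: potency is read from the fitted curve at half-maximal effect; plate controls were DMSO wells for no effect and full inhibition by NEM control for full effect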
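Cell-free coupled assay: 10nM USP2 core preincubated 30min RT with compound in Tris-HCl pH 8.0/CaCl2/CHAPS buffer, then 25nM Ub-CHOP2 and 25nM reporter substrate; fluorescence (Ex 485/Em 531) read after 60min RT, normalized to NEM inhibition, concentration-response curves fitted.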
Mito fusion act – qHTS Assay for Small Molecule Inhibitors of Mitochondrial Division or Activators of Mitochondrial Fusion; S. cerevisiae fusion-defective mutant growth rescue, CellTiterGlo 48 h; 320,000 compounds, 0.23% hits; Potency, µM (series often up to 46.1 µM), for inactives: at the top dose growth rescue (activation), most hits filed as activators;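 also: potency is read from the fitted curve at half-maximal effect; % of control where 0% means no effect; nearly all actives have a fitted effect of over 45% in size; temperature-sensitive fusion mutants such as fzo1-1 at 37 °C on non-fermentable ethanol glycerol medium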
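S. cerevisiae fusion-defective temperature-sensitive mutants (e.g. fzo1-1, mgm1-5) grown 48 h at 37C in YPEG (ethanol/glycerol non-fermentable) medium with 23 nl compound per well; growth rescue read as CellTiterGlo luminescence.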
B2AR arrestin – qHTS assay of beta-arrestin-biased ligands of beta2-adrenergic receptor; Beta-2 adrenergic receptor (Homo sapiens), P07550; Potency, µM (doses to about 46.1 µM), inactives show at the top dose activation, usual class: activators; AID 492947, 2010; beta-arrestin recruitment to beta2AR, cell-based reporter; 330,000 compounds, 0.02% hits;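 also: potency is read from the fitted curve at half-maximal effect; 0% = DMSO controls and full agonism = EC100 isoproterenol or metaproterenol; nearly all actives have a fitted effect of over 65% in size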
BCR signal inh – qHTS Assay to Find Inhibitors of Chronic Active B-Cell Receptor Signaling; 340,000 compounds, 0.05% hits; ABC-DLBCL IkBa-CBG/CBR reporter, luminescence ratio, 4 h; Potency, µM (series often up to 46.1 µM), for the others: at the top dose ratio change, negative = lower green/red ratio, hits mostly inhibitors; AID 493014, 2011; active = well fitted inhibition curve with a large enough effect in the signal ratio, with a control signal flat, not every such curve was filed as active; inconclusive = small, poorly fitted or top-dose-only effect, or effect the other way, or a change in a side signal; the % refers to the signal ratio;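 also: potency is read from the fitted curve at half-maximal effect; plate controls were basal doxycycline-induced cells for no effect and cells given 10 µM MG132 for full effect; MG132 reads +100%, hits lower the ratio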
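TMD8 ABC-DLBCL cells carrying doxycycline-inducible green luciferase fused to IkappaBalpha plus unfused red luciferase were exposed to compounds (up to 46 uM) for 4 hrs at 37C. Activity came from the overlap-corrected green/red luminescence ratio.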
Eya2 phos inh – qHTS Assay for Inhibitors of the Phosphatase Activity of Eya2 | Protein phosphatase EYA2 (Homo sapiens), O00167 | recombinant Eya2, OMFP fluorescence dephosphorylation (OMFP is methylfluorescein phosphate) | Potency, µM (titrated, usually from 76.9 µM), for inactives: at the top dose activity, negative = inhibition, actives largely listed as inhibitors | 330,000 compounds, 0.006% hits; also: potency is read from the fitted curve at half-maximal effect; % is scaled to controls: 0 for no effect and ±100 for the full control effect
Target sequence (O00167 whole entry, looked up): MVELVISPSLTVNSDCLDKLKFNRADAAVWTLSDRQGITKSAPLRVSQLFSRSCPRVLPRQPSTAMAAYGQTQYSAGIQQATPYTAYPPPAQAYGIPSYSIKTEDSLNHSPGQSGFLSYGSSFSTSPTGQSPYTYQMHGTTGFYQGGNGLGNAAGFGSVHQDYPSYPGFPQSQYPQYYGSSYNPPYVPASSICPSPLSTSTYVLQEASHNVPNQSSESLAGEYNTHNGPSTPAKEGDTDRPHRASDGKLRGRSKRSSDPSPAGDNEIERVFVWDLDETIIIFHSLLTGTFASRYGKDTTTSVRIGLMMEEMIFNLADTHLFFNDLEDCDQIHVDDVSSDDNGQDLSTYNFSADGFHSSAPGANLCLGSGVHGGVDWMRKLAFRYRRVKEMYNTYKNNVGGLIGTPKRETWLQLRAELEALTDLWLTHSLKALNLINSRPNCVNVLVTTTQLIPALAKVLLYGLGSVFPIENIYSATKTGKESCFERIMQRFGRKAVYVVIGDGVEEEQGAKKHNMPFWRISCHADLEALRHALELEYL
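Eya2 protein (added as 0.2 uM solution) was preincubated with compound for 10 min at ambient temperature in 50 mM HEPES pH 7.5, 50 mM NaCl, 5 uM MgCl2, 0.05% BSA, 1 mM DTT. OMFP (added at 50 uM) then reacted 10 min; fluorescence read at 485/525 nm.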
ELG1 DNA repair – qHTS screen for small molecules that inhibit ELG1-dependent DNA repair in human embryonic kidney (HEK293T) cells expressing luciferase-tagged ELG1; HEK293T ELG1-luciferase reporter, luminescence, 16 h; DNA damage induced by 5-fluorouridine; Potency, µM (titrated, usually from 46.1 µM), without a hit: at the highest dose activity change, negative = inhibition, actives largely listed as inhibitors; 330,000 compounds, 2.3% hits; AID 504467, 2011; also: potency is read from the fitted curve at half-maximal effect; % is scaled to controls: 0 for no effect and ±100 for the full control effect; nearly all actives have a fitted effect of over 55% in size
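Luminescence from the luciferase reporter, measured 30 min after ONE-Glo reagent at room temperature, was the read-out. Beforehand, 2,000 cells per well were exposed for 16 hr at 37 °C to 5-fluorouridine together with compound or vehicle.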
uPA generation – qHTS for Inhibitors of Cell Surface uPA Generation; cell surface uPA generation assay, qHTS; Potency, µM (doses to about 38.3 µM), for inactives: top-dose activity change, negative = inhibition, usual class: inhibitors; 330,000 compounds, 0.31% hits; AID 540303, 2011; active = well fitted inhibition curve with a large enough effect; inconclusive = small, poorly fitted or top-dose-only effect; inactive = no such curve, though single readings can be large or run the other way; tested in mouse RAW 264.7 cells; also: potency is read from the fitted curve at half-maximal effect; % is scaled to controls: 0 for no effect and ±100 for the full control effect; nearly all actives have a fitted effect of over 55% in size
TCR act – Activators of T cell receptors: qHTS campaign; primary human leukocytes, anti-CD3, IL-2 HTRF, 48 h; Potency, µM (top dose mostly 9.22 µM), for inactives: at the highest dose activation of IL-2 secretion, actives largely listed as activators; 330,000 tested, under 10 active; AID 504894, 2011; also: % of control where 0% means no effect
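Compounds are tested in HTS on primary human leukocytes co-incubated with a-CD3 beads for 48 hr. IL-2 output is measured by time-resolved FRET.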
Tb PFK inh – qHTS Assay to Find Inhibitors of T. brucei phosphofructokinase. ATP-dependent 6-phosphofructokinase (Trypanosoma brucei brucei), O15648. T. brucei PFK, ADP-Glo luminescence. Potency, µM (top dose mostly 57.5 µM), without a hit: top-dose activity, negative = inhibition, most hits filed as inhibitors. 330,000 compounds, 0.17% hits;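 also: potency is read from the fitted curve at half-maximal effect; 0% = uninhibited 1x PFK enzyme wells and -100% = no-enzyme wells; nearly all actives have a fitted effect of over 60% in size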
Target sequence (O15648 whole entry, looked up): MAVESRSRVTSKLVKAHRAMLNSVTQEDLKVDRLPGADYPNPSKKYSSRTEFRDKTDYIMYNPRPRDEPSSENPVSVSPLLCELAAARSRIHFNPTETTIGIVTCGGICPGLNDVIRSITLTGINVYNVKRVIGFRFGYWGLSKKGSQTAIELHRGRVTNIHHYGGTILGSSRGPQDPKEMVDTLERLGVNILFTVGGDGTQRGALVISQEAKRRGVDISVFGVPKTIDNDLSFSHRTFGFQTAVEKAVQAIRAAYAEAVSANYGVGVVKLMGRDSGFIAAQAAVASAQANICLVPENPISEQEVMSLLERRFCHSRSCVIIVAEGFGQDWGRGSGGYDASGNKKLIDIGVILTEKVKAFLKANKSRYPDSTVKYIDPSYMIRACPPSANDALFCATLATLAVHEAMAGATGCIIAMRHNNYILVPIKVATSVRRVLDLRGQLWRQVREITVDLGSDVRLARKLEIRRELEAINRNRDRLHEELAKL
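ADP-Glo luminescence quantified ADP after 45 min at room temperature, with 1.25 nM T. brucei PFK, 0.1 mM ATP and 0.5 mM fructose-6-phosphate in pH 8.0 TEA buffer. qHTS titrations up to 57 µM; curves classified by quality.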
TSG101-PTAP inh – qHTS Assay for Iinhibitors of HIV-1 Budding by Blocking the Interaction of PTAP/TSG101; Tumor susceptibility gene 101 protein (Homo sapiens), Q99816; Fluorescence polarization, FITC-PTAP peptide / Tsg101 binding; Potency, µM (series often up to 115 µM), inactives show at the highest dose activity change, negative = inhibition, actives largely listed as inhibitors; 340,000 tested, under 10 active; active = well fitted inhibition curve with a large enough effect in the main read-out, with a control signal flat, not every such curve was filed as active; inconclusive = small, poorly fitted or top-dose-only effect, or effect the other way, or a change in a side signal; inactive = no such curve, though single readings can be large or run the other way; also: potency is read from the fitted curve at half-maximal effect; % of control where 0% means no effect
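Compounds were pin-transferred onto Tsg101 binding domain (10 uM final) in HEPES pH 7.5 buffer, then FITC-PTAP peptide was added at 50 nM final. After 20 min at RT, polarization reported peptide displacement across a qHTS concentration series.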
TSHR antag – Antagonists of the Thyroid Stimulating Hormone Receptor: HTS campaign. Thyrotropin receptor (Homo sapiens), P16473. TSHR-expressing cells, TSH-stimulated cAMP HTRF, 2 h; active compounds read low. activity change, negative = inhibition, % at 11.5 µM. 330,000 compounds, 0.2% hits. AID 504810, 2011;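 active = activity change below a set negative limit, meaning inhibition stronger than a set level, cut at about -70% in these data; inconclusive = activity change between two set negative limits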; also: % is scaled to controls: 0 for no effect and ±100 for the full control effect
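Competitive HTRF cAMP read-out (cryptate anti-cAMP antibody, cAMP-d2; 30 min, room temperature) in freshly harvested TSHR cells. Compounds added before TSH at EC80 (4nM final), followed by 2 hours' incubation at 37 deg C.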
* = called active by the depositor; ? = inconclusive; / = not tested or not shown; [ ] = another dose, or the depositor's remark. Unless noted, calls follow the shape of the dose curve; as a rule, active = well fitted curve in the direction sought with a large enough effect; inconclusive = small, poorly fitted or top-dose-only effect, or another doubt; inactive = no such curve, though single readings can be large; an effect the other way counts as inactive or inconclusive.

SMILES | USP2a block | Mito fusion act | B2AR arrestin | BCR signal inh | Eya2 phos inh | ELG1 DNA repair | uPA generation | TCR act | Tb PFK inh | TSG101-PTAP inh | TSHR antag
Fc1ccc(CN(Cc2ccccc2)C(c2cccs2)c2nnnn2C2CCCCC2)cc1 (stereo unspecified) | 2.7% | -2.1% | -0.2% | 9.7% | 0.1% | -5.2% | -1.3% | 1.1% | 10.8% | -5.7% | -2.1
CC(OC(=O)c1ccco1)C(=O)Nc1nc(-c2ccccc2)cs1 (stereo unspecified) | -0.4% | / | 0.1% | ? | 4.6% | ? | -0.7% | -12.5% | 8.9% | -2.3% | 14.8
COc1ccc(N(CC(=O)NC2CCCC2)C(=O)CCC(=O)Nc2nc(C)cs2)cc1OC | -0.5% | 6.4% | 0.5% | -21.4% | 11.6% | 2.0% | 0.4% | -4.7% | -5.2% | 0.0% | -1.1
Cc1ccc(C(=O)C(C)OC(=O)CN2C(=O)NC3(CCCC3)C2=O)cc1C (stereo unspecified) | -1.3% | -0.4% | -0.9% | 0.2% | 8.7% | ? | -1.4% | -2.5% | 0.5% | 0.4% | 1.1
O=C(Cc1ccc(Cl)cc1)Nc1cccc(C(=O)Nc2ccccc2C(=O)O)c1 | -3.2% | 0.0% | 3.4% | ? | -9.2% | ? | -0.1% | -0.1% | ? | -4.5% | -8.9
CCSC1=C(C#N)C2(CCCCC2)C(C#N)C(=O)N1 (stereo unspecified) | 5.1% | 7.8% | 0.5% | -1.0% | -4.2% | -14.0% | -5.3% | -1.8% | -1.9% | -4.3% | -5.7
CC(C)OC(=O)CC1C(=O)NCCN1C(=S)NC(=O)c1cccs1 (stereo unspecified) | -1.6% | -1.8% | -0.9% | 4.3% | 1.4% | 10.3% | 2.0% | 2.2% | 3.9% | -3.0% | 18.0
COc1cccc2[nH]c(C(=O)NCCc3ccccc3)cc12 | -0.3% | -1.7% | 0.4% | ? | 1.6% | ? | -1.8% | -0.1% | -0.3% | -5.1% | -2.7
O=C(O)/C=C/C(=O)N1CCN(Cc2ccc3c(c2)OCO3)CC1 | -1.7% | -5.6% | -0.1% | 0.3% | 3.4% | 15.5% | -0.9% | 1.5% | 2.3% | -3.6% | -12.8
CCN1C(=O)[C@H]2[C@@H](c3ccc(Cl)cc3)N3C(=O)CN(CCOC)C(=O)[C@@]3(C)[C@H]2C1=O | 0.8% | 1.1% | 0.4% | -7.0% | -17.6% | 5.8% | 13.8% | -0.4% | 0.2% | 0.2% | 12.4
CN(CC(=O)Nc1sccc1C#N)C1CCCCC1 | 0.0% | -6.9% | 0.2% | 14.4% | 5.4% | 16.7% | -0.3% | 0.7%[46.1 µM] | -3.1% | -7.0% | -7.2
Cc1cc(C)n(-c2nc3c(c(=O)[nH]c(=O)n3C)n2C(C)C)n1 | 2.7% | 2.7% | 0.1% | ? | -1.7% | 9.6% | -6.7% | 3.3% | 0.4% | -3.2% | 8.9
Cc1cccc(C)c1-n1c(C)cc(/C=N/NC(N)=S)c1C | -4.1% | 2.7% | ? | ? | -3.0% | 6.2% | -4.1% | 1.5% | 3.4% | -0.2% | -3.3
O=C(NCC1CCCO1)/C(=C\c1ccccc1F)NC(=O)c1ccccc1 (stereo unspecified) | 1.3% | -1.2% | -1.1% | -11.1% | -1.5% | 0.8% | 2.6% | -9.0% | -8.4% | 0.2% | -1.6
CN(Cc1ccc(F)cc1)S(=O)(=O)c1nnc(NC(=O)c2ccccc2)s1 | 5.5% | 22.3% | 0.2% | ? | 8.0% | -2.6% | 0.7% | 0.2% | 0.0% | -2.5% | -49.9
CC(C)CNC(=O)C(=O)NN=C1CCCCCC1 | 2.6% | -2.0% | -1.4% | 2.5% | -9.3% | 21.5% | 2.9% | 2.1% | 1.2% | -2.0% | 0.6
Cc1cccc(C(=O)N(c2ccccn2)C(C)c2ccco2)c1 (stereo unspecified) | 2.1% | 7.2% | -0.2% | -0.6% | -8.8% | -21.1% | 0.9% | 0.0% | -0.1% | -4.7% | -6.0
CC1CCN(C(=O)COC(=O)c2ccc(=O)n(Cc3ccccc3)n2)CC1 | 0.1% | 4.8% | 0.2% | 8.2% | -4.5% | ? | 4.5% | -11.0% | 0.1% | -2.9% | 6.1
CCn1c(SCC(=O)Nc2nc3ccccc3s2)nc2c(c1=O)SC(C)C2 (stereo unspecified) | 1.1% | -4.5% | 11.2% | ? | -1.6% | ? | -13.1% | -2.4% | 0.9% | -2.6% | -16.8
CCCc1ccc(NC(=O)C2CCN(c3cnccn3)CC2)cc1 | -2.2% | -3.2% | 0.0% | -8.5% | -5.9% | 9.3% | -0.4% | -1.2% | 0.2% | -3.1% | -7.2
CC1CC(C)CN(CCCNC(=O)c2ccc3c(c2)NC(=O)C(N2CCCCC2)S3)C1 (stereo unspecified) | 0.7% | 8.5% | 0.4% | 0.6% | -5.8% | -23.4% | 3.2% | -4.4% | 3.2% | -3.3% | 6.8
O=c1[nH]cccc1-c1nc2ccccc2n1Cc1ccc(F)cc1 | 3.0% | -2.2% | -0.2% | 8.6% | -26.8% | -5.5% | 0.6% | -8.4% | 2.9% | -3.8% | ?
CN(C)c1ccc(C(=S)N2CCOCC2)cc1Br | 1.6% | -0.9% | -0.3% | -0.3% | -1.9% | 16.0% | 4.9% | -2.0% | -1.4% | -6.9% | 15.3
COc1ccccc1S(=O)(=O)Cc1ccc(C(=O)NC2CCCCC2)o1 | -0.5% | 2.8% | -0.1% | -3.8% | -9.6% | 2.0% | -3.1% | 6.0% | -2.1% | -2.7% | 9.6
O=C(CN1C(=O)COc2ccccc21)NCCCN1CCN(c2ccccc2F)CC1 | 1.1% | -1.1% | 0.1% | -8.9% | -0.5% | 24.8% | 3.0% | 12.0% | -8.0% | -1.4% | 6.7
Nc1nnc(SCC(=O)NCCNC(=O)CSc2nnc(N)s2)s1 | 0.5% | -7.8% | 0.1% | -4.7% | -17.0% | 11.4% | -8.6% | 1.2% | 13.2% | -2.2% | 0.8
C[C@]12CCC(=O)C=C1[C@H](O)C[C@@H]1[C@@H]2[C@@H](O)C[C@@]2(C)[C@H]1CC[C@]2(O)C(=O)CO | -4.5% | -5.1% | -0.4% | ? | 5.2% | ? | 5.3% | -2.1% | ? | -5.0% | -3.6
COc1cc([N+](=O)[O-])cc([N+](=O)[O-])c1NC(=O)N1CCOCC1 | -4.8% | 8.6% | -0.5% | -1.4% | 1.4% | 11.0% | 0.3% | 3.8% | ? | -0.8% | -0.9
COc1ccc(C)cc1NC(=O)CN1CCN(S(=O)(=O)c2ccc(Cl)cc2)CC1 | -1.7% | 14.0% | -1.5% | -0.9% | 6.4% | -27.4% | 12.0% | -1.0% | -2.9% | 0.2% | -6.7
OC[C@H](O)[C@H](O)[C@@H](O)[C@@H](O)[C@@H]1SC(c2ccccc2)=NN1c1ccccc1 | 0.2% | 7.9% | -0.6% | -14.0% | -11.1% | ? | 1.8% | 13.2% | 0.0% | 0.1% | -0.6
CC(C)CC(=O)N(c1nnc(-c2cccnc2)s1)C1CCCC1 | 0.4% | -0.4% | 0.4% | ? | -14.4% | 7.0% | -14.0% | 4.3% | 0.9% | -0.8% | -4.4
CCCCOc1ccc(C(=O)N/N=C/c2cn[nH]c2-c2ccc(OC)c(OC)c2)cc1 | -3.0% | -0.5% | 0.2% | ? | 6.1% | ? | -6.0% | 5.5%[46.1 µM] | 0.4% | 1.1% | -3.7
